Screening data: PubChem BioAssay, Sanford-Burnham Center for Chemical Genomics
SENP6 block – SENP6 protease inhibition; inhibition, % at 10 µM; hit rate 1.8% among 330,000; Q9GZR1; AID 2599; Recombinant SENP6 catalytic domain, aminoluciferin luminescence;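 active means inhibition above about 50% at the single tested dose, limit read from the data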;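 further: plate controls were DMSO wells with enzyme for no effect and DMSO wells lacking enzyme for full effect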
Target sequence (Q9GZR1 628-1112 limits assumed): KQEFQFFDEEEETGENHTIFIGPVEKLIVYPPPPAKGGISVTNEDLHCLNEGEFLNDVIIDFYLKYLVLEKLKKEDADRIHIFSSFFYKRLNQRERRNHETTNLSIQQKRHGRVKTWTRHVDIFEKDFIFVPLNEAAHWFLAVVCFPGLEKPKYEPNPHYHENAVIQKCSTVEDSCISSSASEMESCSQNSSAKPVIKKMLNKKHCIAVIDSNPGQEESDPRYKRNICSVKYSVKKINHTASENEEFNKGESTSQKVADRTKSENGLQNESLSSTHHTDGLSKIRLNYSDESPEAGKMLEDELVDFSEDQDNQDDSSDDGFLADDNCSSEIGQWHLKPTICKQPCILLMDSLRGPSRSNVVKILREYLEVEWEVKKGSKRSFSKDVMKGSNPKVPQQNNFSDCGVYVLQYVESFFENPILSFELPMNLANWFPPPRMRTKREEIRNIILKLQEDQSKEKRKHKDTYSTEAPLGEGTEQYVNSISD
PfGluPho inh – PfG6PD (Plasmodium falciparum) enzyme inhibition; hit rate 0.78% among 350,000; inhibition, % at 20 µM; PfGluPho enzyme, NADPH resazurin-diaphorase fluorescence;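 active means inhibition reaching at least a set limit at 20 µM in the primary screen, cut at about 59% in these data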;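 further: 0% = DMSO wells with substrate and 100% = DMSO wells lacking glucose-6-phosphate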
MPTP inh – blocks calcium-induced mitochondrial swelling; isolated mouse mitochondria, Ca2+ swelling absorbance, 30 min; inhibition, % at 10 µM; hit rate 1.4% among 360,000;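 active means inhibition of 50% or more, scaled per plate between neutral and stimulator controls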;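 further: 0% = DMSO wells given calcium and 100% = 1 mM EGTA wells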
SENP7 inh – inhibitors of human SENP7 protease; Q9BQF6; recombinant SENP7, Z-RLRGG-aminoluciferin luminescence, 40 min; inhibition, % at 5 µM; hit rate 1.5% among 330,000; AID 434973;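 active means inhibition above about 50% at the single test dose, limit read from the data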;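 further: plate controls were DMSO with enzyme for no effect and no enzyme buffer wells for full effect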
Target sequence (Q9BQF6 706-1050 limits assumed): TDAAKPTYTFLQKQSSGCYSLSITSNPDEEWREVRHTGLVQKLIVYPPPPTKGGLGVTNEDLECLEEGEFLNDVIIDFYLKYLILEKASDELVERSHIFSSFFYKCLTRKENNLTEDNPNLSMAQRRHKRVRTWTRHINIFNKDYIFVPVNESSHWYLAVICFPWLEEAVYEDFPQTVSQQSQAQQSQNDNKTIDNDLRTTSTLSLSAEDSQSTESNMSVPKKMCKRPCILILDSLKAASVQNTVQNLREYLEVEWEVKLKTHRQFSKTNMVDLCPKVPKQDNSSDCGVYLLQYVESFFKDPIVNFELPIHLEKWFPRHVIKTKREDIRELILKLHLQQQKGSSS
NR3A LBD binder – modulates the human NR3A ligand-binding domain. NR3A LBD differential scanning fluorimetry, Tm shift; 0% = protein alone, 100% = glycine-bound protein. Tm shift relative to glycine control, % at 25 µM. hit rate 2.5% among 340,000;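 active means melting temperature shift of at least 10% of the positive control shift, at one fixed dose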
HKDC1 inhibitor – blocks human hexokinase HKDC1 activity. AID 493160. hit rate 0.16% among 340,000. recombinant HKDC1, G6PDH/diaphorase resazurin coupled fluorescence. inhibition, % at 20 µM. Q2TB90;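 active means inhibition above about 35% when tested at 20 µM, limit read from the data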;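 further: plate controls were DMSO wells with enzyme for no effect and DMSO wells lacking enzyme for full effect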
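Assay system – recombinant HKDC1 (HK5) hexokinase enzyme, produced in-house · Input – HKDC1 at 5 µg/mL · Reagent – glucose plus 1 mM ATP as hexokinase substrates · Timing – 90 min reaction incubation at room temperature, dark · Measured by – G6PDH/diaphorase-coupled fluorescence, 1 mM NADP, 100 µM resazurin, 525/613 nm · Benchmarks – DMSO-enzyme wells negative, buffer-substituted wells positive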
ATG4B inhibitor – inhibitors of human ATG4B cysteine protease; Q9Y4P1; ATG4B cleavage of LC3-PLA2, NBD-HPC fluorescence, 1 h; inhibition, % at 8.33 µM; hit rate 0.51% among 340,000; AID 504462; in the data active means inhibition above about 40%
SENP8 block – SENP8 (human) protease inhibition; recombinant SENP8, Nedd8 substrate fluorescence; AID 602440; inhibition, % at 20 µM; hit rate 0.64% among 360,000; in the data active means inhibition mostly above about 40%, no sharp cut-off; inactive means mostly below about 27%
Target sequence (Q96LD8 whole entry, looked up): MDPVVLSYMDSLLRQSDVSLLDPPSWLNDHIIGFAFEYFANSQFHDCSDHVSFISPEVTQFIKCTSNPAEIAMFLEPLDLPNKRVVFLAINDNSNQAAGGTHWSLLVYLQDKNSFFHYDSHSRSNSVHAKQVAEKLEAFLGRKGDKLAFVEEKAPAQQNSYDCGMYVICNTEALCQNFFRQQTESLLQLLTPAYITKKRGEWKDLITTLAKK
* = called active by the depositor; i = inactive; x = not tested or not shown.

SMILES	SENP6 block	PfGluPho inh	MPTP inh	SENP7 inh	NR3A LBD binder	HKDC1 inhibitor	ATG4B inhibitor	SENP8 block
CCC(=O)NC(Nc1nc(C)cs1)(C(=O)OC)C(F)(F)F (stereo not drawn)	6.0	-2.4	0.1	-1.3	0.9	-8.9	-1.9	13.3
CN=C(Nc1ccc(C(=O)OC)s1)c1ccc(Cl)cc1	-4.9	2.1	-4.3	2.9	0.6	9.5	-5.2	15.9
Cn1nc(-c2ccccn2)nc2c(=O)n(C)c(=O)nc1-2	-7.9	112.5*	0.7	95.6*	-2.2	29.1	79.3*	93.4*
Cc1ccc(C(=O)NCC(=O)Nc2ccc3c(c2)OCCO3)cc1	-6.8	-0.3	-1.9	-15.5	1.0	-6.4	1.7	3.9
O=C1C(Cl)=C(NCC2CCCO2)C(=O)N1C1CCCCC1 (stereo not drawn)	-8.3	29.1	-0.6	-1.3	-0.1	3.1	-10.1	-9.1
Cc1cc([N+](=O)[O-])cnc1Sc1nccn1C	5.2	4.4	1.0	12.2	-2.5	-7.5	1.5	3.2
O=C(C[n+]1cc(-c2ccc(Cl)cc2)n2c1CCC2)Nc1nc(-c2ccc(F)cc2)cs1	-26.5	-8.8	0.9	-3.5	-3.5	0.4	-2.8	3.5
Cn1cc(CN2CCC(C(=O)N3CCCC3)CC2)c(-c2ccccc2F)n1	-1.2	-16.7	-2.2	-3.5	1.2	-3.2	4.7	-10.5
C=C(C)C1CC=C(C)/C(=N/NC(=O)COc2cccc3ccccc23)C1 (stereo not drawn)	20.2	-5.1	3.2	2.8	-1.0	-8.4	-12.2	26.9
CSc1nnc2n(-c3ccc(C)cc3)c(=O)c3c4c(sc3n12)COC(C(C)C)C4 (stereo not drawn)	-2.7	-13.0	0.5	-0.2	-1.0	1.2	1.2	16.0
CCCC(=O)c1c[nH]c(C(=O)NCCCN2CCOCC2)c1	16.2	-9.5	-1.7	5.5	5.2	1.3	-8.3	25.4
Cc1cc(Nc2ccccc2Br)n2nc(C)nc2n1	-5.0	3.5	-1.2	-1.8	2.0	3.3	-3.0	2.2
Cc1cc(-c2[nH]nc3c2C(c2cccc(O)c2)C(C#N)=C(N)O3)c(C)s1 (stereo not drawn)	4.3	-5.5	-1.8	-4.3	-8.3	8.6	-11.2	5.8
COc1ccc(NC(=O)CSc2nc3ccccc3nc2N2CCCC2)cc1Cl	0.4	18.3	-0.2	-1.9	4.0	1.4	-6.7	-207.1
O=C(CCN1C(=O)C2C3C=CC(C3)C2C1=O)N1CCCCC1 (stereo not drawn)	7.2	-8.4	0.1	5.2	-1.6	-4.2	0.6	8.3
COc1ccccc1NC(=O)Nc1c(C)nn(C)c1C	-12.4	-7.5	2.2	-12.7	0.0	0.1	-6.1	14.8
Cc1ccc(S(=O)(=O)c2nc(Nc3nccs3)sc2Cl)cc1	14.5	0.8	42.1	-7.5	11.9*	4.8	-4.5	-17.9
CC(C)c1nc(-c2ccccc2)c(-c2ccccc2)[nH]1	-13.1	15.6	-2.5	1.4	-0.8	-5.1	5.2	-166.0
COc1ccc(NC(=O)Nc2nc3ccccc3s2)cc1	-22.5	2.9	63.7*	-14.6	28.3*	-4.4	-7.7	21.0
CC(NC(=O)c1cc(Br)ccc1Cl)c1ccccc1 (stereo not drawn)	-1.7	-2.8	0.5	-10.6	-2.4	-0.1	-4.0	21.4
O=C(CCCn1c(=O)[nH]c2ccccc2c1=O)NC1CCCCCC1	6.3	13.8	1.5	2.6	2.4	3.6	-12.9	24.8
COC(=O)C(Cc1ccccc1)NCC(=O)Nc1cccc(Cl)c1C (stereo not drawn)	-7.0	-0.7	1.1	1.4	0.3	-1.1	3.7	15.5
Oc1ccccc1CNc1ccc(Br)cn1	1.3	10.5	-0.8	6.9	-3.8	0.1	7.5	15.9
Cc1cc(-c2nnc3sc(-c4ccc(Cl)cc4Cl)nn23)n[nH]1	-4.0	-1.5	0.5	2.0	-9.6	1.9	-0.6	10.4
Cc1noc(NS(=O)(=O)c2ccc(NC(=O)/C=C/c3ccccc3)cc2)c1C	2.5	-31.7	1.5	8.0	-2.4	-1.1	5.0	7.4

Entries of single compounds as entered above. Order of screens: SENP6 block | PfGluPho inh | MPTP inh | SENP7 inh | NR3A LBD binder | HKDC1 inhibitor | ATG4B inhibitor | SENP8 block
COc1ccc(NC(=O)Nc2nc3ccccc3s2)cc1 in the list: -22.5 | 2.9 | 63.7* | -14.6 | 28.3* | -4.4 | -7.7 | 21.0
Cc1cc(Nc2ccccc2Br)n2nc(C)nc2n1 in the list: -5.0 | 3.5 | -1.2 | -1.8 | 2.0 | 3.3 | -3.0 | 2.2
CC(C)c1nc(-c2ccccc2)c(-c2ccccc2)[nH]1 in the list: -13.1 | 15.6 | -2.5 | 1.4 | -0.8 | -5.1 | 5.2 | -166.0

The list goes on.
SMILES	SENP6 block	PfGluPho inh	MPTP inh	SENP7 inh	NR3A LBD binder	HKDC1 inhibitor	ATG4B inhibitor	SENP8 block
CN(C)S(=O)(=O)c1cccc(C(=O)NCc2ccco2)c1	3.1	6.2	0.7	-0.1	2.4	-5.4	-6.1	4.9
Cc1ccc(-c2csc(C3C(N)=NC(S)=C(C#N)C34CCCCC4)n2)cc1 (stereo not drawn)	5.1	13.7	-1.2	4.5	-8.1	10.4	-14.6	9.6
O=C(Cc1cccc2ccccc12)Nc1nc(-c2cccc([N+](=O)[O-])c2)cs1	0.9	-21.6	18.4	6.4	7.4	0.5	-9.6	4.3
O=C(CN1CCN(c2ncc(C(F)(F)F)cc2Cl)CC1)NCCNc1ncc(C(F)(F)F)cc1Cl	-0.2	25.9	4.0	-10.4	4.1	1.7	-3.2	28.6
COC(=O)c1sc(C(F)(F)F)c(-c2ccccc2)c1S(=O)(=O)N1CCOCC1	x	6.8	0.8	x	-0.4	-2.9	-1.7	14.7
NC(=O)c1ccc(-n2nnnc2SCC(=O)Nc2ccc(F)cc2)cc1	-6.7	-14.8	-0.3	-10.2	-1.1	-0.4	2.4	18.3
COc1cc(OC)c(C2SCCS2)c(OC)c1	-0.5	9.6	0.7	7.1	2.5	-7.2	-2.5	29.5
CCCC(C(=O)NCCC(C)C)N(Cc1ccccc1)C(=O)c1snc(C(N)=O)c1N (stereo not drawn)	-4.3	0.0	-0.4	-0.3	-3.5	-1.1	6.8	-437.3
CC(C)Cn1c(N)c(C(=O)COC(=O)c2cc3ccccc3cc2O)c(=O)n(C)c1=O	-2.3	8.3	-0.3	7.4	1.7	11.7	-4.9	-57.1
S=C(NCCc1ccccc1)Nc1ncccn1	x	-13.8	1.6	x	0.4	-4.7	1.9	4.0
CCOc1nc(NC(=O)NS(=O)(=O)c2cccc(Cl)c2)nc(-c2ccccc2)n1	-25.6	-3.9	-0.5	-3.6	1.3	-10.2	14.6	-13.2
COC(=O)c1[nH]c2ccccc2c1NC(=O)CN1CCN(c2cccc(OC)c2)C(C)C1 (stereo not drawn)	-20.3	17.9	1.2	-3.8	-7.0	3.3	-11.9	-155.3
CCCCOC(=O)CCn1[nH]c(=O)c2ccccc2c1=O	-7.2	8.0	-1.1	8.5	1.2	-6.1	-4.9	-16.6
CC1(C)Cc2nc3sc4c(OCc5ccccc5)ncnc4c3cc2CO1	-5.3	-25.9	-0.2	-3.0	-2.6	3.0	-11.5	-14.5
CC(C)(C)N1OC2CC1c1nc3ccccc3n1C2 (stereo not drawn)	3.1	-1.0	-0.6	1.1	0.3	1.4	-7.1	-3.1
CCOc1cc(C2C3=C(CCCC3=O)N(C)C3=C2C(=O)CCC3)cc(Cl)c1O	-4.3	24.2	-6.3	-6.1	0.0	15.4	0.3	-322.6
O=C(CCCc1cccs1)Nc1ccc2c(c1)OCO2	6.6	2.5	0.5	-4.6	-3.9	-8.0	-2.7	14.6
O=C1CC2(CCCCC2)Oc2ccc(Cl)cc21	-23.7	-7.8	-0.6	-8.0	-0.4	-0.8	3.0	-62.5
OCCOCCNc1ncnc2sc(-c3ccccc3)cc12	-6.8	3.1	1.2	2.0	-2.5	-2.9	-11.4	i
Cn1nnnc1SCC(=O)c1ccc(Br)s1	-6.2	-9.6	3.9	-1.0	-1.1	-10.5	-0.9	12.9
NC(=O)COC(=O)[C@H](Cc1c[nH]c2ccccc12)NC(=O)c1ccc(F)cc1	-24.1	7.0	-0.2	-4.7	-3.0	-2.2	-7.3	15.8
COCCNC(=O)CN(C)S(=O)(=O)c1ccc(Br)cc1	0.5	14.0	2.0	1.6	-0.6	-5.7	-6.1	22.6
O=C(/C=C/c1ccccc1Cl)N(c1ccccn1)C1CCCCC1	-23.7	-19.0	-2.0	-3.5	0.8	0.9	-4.9	8.7
CC(=O)Nc1ccc(NC(=O)C(C)OC(=O)C2(c3ccc(Cl)cc3)CCCC2)cc1 (stereo not drawn)	-15.6	8.8	1.6	0.1	-9.7	-5.6	-5.1	1.9
CCN(CC)S(=O)(=O)c1ccc(NC(=O)C2c3ccccc3Oc3ccccc32)cc1	-11.1	4.8	38.0	1.8	7.6	-5.0	-4.2	26.9

Further compounds
SMILES	SENP6 block	PfGluPho inh	MPTP inh	SENP7 inh	NR3A LBD binder	HKDC1 inhibitor	ATG4B inhibitor	SENP8 block
Cc1ccc(NC(=O)C(=O)NCCOc2ccc(Cl)cc2)c(C)c1	4.0	-5.5	-0.6	2.0	3.1	-7.3	2.2	16.1
COc1ccccc1OCC(=O)c1[nH]c(C)c(C(C)=O)c1C	6.7	8.1	40.5	0.7	-1.1	0.1	-14.2	16.5
CCOc1ncccc1C(=O)NCc1ccccc1Cl	5.1	-7.3	-2.5	3.7	-0.4	-4.9	3.7	10.1
N#CC(C(=O)Nc1cccc(Cl)c1)=C1Nc2ccccc2N1	-17.1	-0.1	2.4	1.8	10.2*	-7.6	-10.8	-120.8
CC(C)(C)C(=O)NC1(C(F)(F)F)NC(=O)N(c2ccccc2F)C1=O (stereo not drawn)	-6.3	2.3	0.5	-2.9	2.0	-4.4	-12.0	16.2
O=C(N/N=C/c1ccc(O)c([N+](=O)[O-])c1)c1ccncc1	57.3*	10.8	-1.5	48.9	0.5	-6.9	-7.9	30.9
Nc1ncn(C23CC4CC(CC(C4)C2)C3)n1	5.9	-2.6	-0.7	6.7	-0.8	-13.6	-9.1	12.9
Cc1ccc(C2CC(c3cccs3)=NN2C(=O)CSc2nc(=O)n3ccc(C)cc3n2)cc1 (stereo not drawn)	-18.6	x	-2.4	3.0	x	x	x	-231.4
COc1ccc2[nH]c(=O)c(CN(CCCN(C)C)C(=O)Nc3ccccc3)cc2c1	-14.3	2.1	-2.7	-5.4	-0.2	3.0	-0.3	-409.0
Cn1c(=O)c2c(ncn2CC(=O)OCC(=O)NCCc2ccccc2)n(C)c1=O	-4.9	-6.6	-0.3	-3.3	0.5	-5.4	-6.3	5.2
Cc1cccc(OCC(=O)N=Nc2c(O)[nH]c3ccc([N+](=O)[O-])cc23)c1	6.0	-11.0	x	5.2	-2.3	29.5	1.6	x
O=C(CSc1nnnn1C1CCCC1)Nc1ccc(F)cc1	16.1	-7.0	-1.6	8.9	0.5	0.1	-7.5	31.5
O=c1[nH]n2c(=O)c3c([nH]c2c1N=Nc1cccc(Cl)c1)CCCC3	3.2	12.8	4.1	1.1	4.8	15.8	-5.5	30.5
Cc1nnc(SCC(=O)Nc2ccc(C(N)=O)cc2)n1-c1ccccc1	4.3	1.3	-0.7	1.1	-3.8	-6.3	-18.9	4.1
O=C(N/N=C/c1ccc2c(c1)OCO2)c1ccc(Cn2cc([N+](=O)[O-])cn2)o1	6.8	-5.8	-2.1	6.3	-0.9	-1.8	-7.7	-73.6
O=C(NNC(=O)c1ccc(=O)[nH]c1)c1ccc(NS(=O)(=O)c2cccs2)cc1	-3.2	-14.3	0.1	-3.3	-0.1	-3.7	-1.6	14.0
COCCCn1c(=O)/c(=C\c2ccccc2OC(F)F)s/c1=C(/C#N)C(=O)NC(C)C	6.6	3.3	2.4	10.8	-7.9	-6.1	-3.5	-48.6
COCCNCC(=O)NC12CC3CC(CC(C3)C1)C2	-6.1	2.2	-0.3	-6.0	-0.2	-2.1	-4.6	8.4
